Autophagy HCS = alters autophagy in cells; MEF GFP-LC3 puncta imaging; test concentration mostly 10 µM; AID 463193; calls only at 10 µM (by protocol); 0.98% of 190,000 active;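 active means percentage of spot-positive cells more than 3 SD above its plate mean, without a fluorescence outlier flag or 80% toxicity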;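 further: spot-positive cell cutoff set from DMSO-treated cells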
MT stabilizer = stabilizes microtubules in HeLa cells | HeLa tubulin immunostaining HCS, 24 h; share of cells brighter than vehicle mean+2SD | % tubulin-high responders, % at 10 µM | 0.83% of 200,000 active | AID 2205;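 active means plate Z-score above 3 for both tubulin-high and condensed-nucleus cell shares, with cell loss under 80%, at 10 µM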;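 further: anti alpha tubulin signal scored within the nucleus-defined area of each cell; some results filed as inactive read as strong as hits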
M17LAP inhibition = P. falciparum M17LAP inhibitors, primary screen, biochemical, fluorogenic H-Leu-NHMec substrate, 1536-well (AID 1619); recombinant M17LAP, H-Leu-NHMec fluorogenic kinetic assay; higher % means a stronger effect; one-dose inhibition, % at 30 µM; IC50 in µM for titrated hits; 0.38% of 220,000 active;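 active means compound inhibiting the enzyme by more than half at any dose during confirmatory dose-response retesting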;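 further: plate controls were full reaction with DMSO carrier for no effect and no enzyme background for full effect; strong numbers were not always called active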
Dynein cargo inh = blocks dynein driven cargo transport along microtubules | 3617.4 mouse cells, GR-EGFP nuclear translocation imaging; test concentration mostly 20 µM; stimulated with dexamethasone, 1 µM; stronger effect = lower value | z-score, hits read low | 0.47% of 220,000 active;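 active means plate z-score of nuclear minus cytoplasmic receptor signal below a set negative limit, without overly bright fluorescence or cell loss, cut at about -3.5 in these data, passing the limit was not always enough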;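 further: z-score of nuclear minus cytoplasmic ring GR-EGFP intensity difference per well; some compounds called inactive have numbers as strong as hits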
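Buffer or medium: tet-free medium with charcoal-stripped serum / Also added: dexamethasone agonist, 1.0 µM final, for 30 min / Timing: induction 48 h, compound 1 h, agonist 30 min / Measured by: high-content fluorescence imaging after fixation / Read-out: nuclear-to-cytoplasmic GR-EGFP distribution per well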
NOD1 NF-kB reporter = inhibition of NOD1-driven NF-kB reporter – cell-based, luminescence, uHTS, primary screen (AID 1578) | NOD1-driven NF-kB luciferase reporter cells, luminescence; higher % means a stronger effect | inhibition, % at 4 µM; hits with a dose series show EC50 in µM | 1% of 290,000 active; in the data active means inhibition mostly above about 36%, no sharp cut-off; inactive means mostly below about 34%;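 further: HEK-293T reporter cells stimulated with the NOD1 agonist gamma-tri-DAP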
NOD2 inhibition = inhibition of NOD2-driven NF-kB reporter – cell-based, luminescence, uHTS, HEK293 (AID 1566). HEK293 NOD2/NF-kB luciferase reporter, luminescence; higher % means a stronger effect. one-dose inhibition, % at 4 µM; EC50 in µM for titrated hits. 0.63% of 290,000 active; in the data active means inhibition above about 50%; further: many of its hits are not listed in these tables
Ins promoter up = MIN6 insulin promoter up-regulation | AID 1625 | z-score at 5 µM | 0.3% of 190,000 active | MIN6 insulin promoter-GFP reporter, high-content imaging; stronger effect = higher value;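 active means z-score above 3 at 5 µM with at least 500 cells counted in the well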
Yfh1-depleted yeast = enhancers of respiration in Yfh1-depleted yeast, dose response, Friedreich's ataxia, plus single-dose screen (AID 1465) | fold induction at 50 µM; hits with a dose series show EC50 in µM | 0.074% of 220,000 active | S. cerevisiae Yfh1-off respiration, WST-1 reduction, 72 h; higher fold induction means a stronger effect;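 active means fold induction of absorbance versus untreated yeast above a set limit, then at least 30% activation at any dose in follow-up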;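 further: activators that raise dye reduction in frataxin-depleted yeast; strong numbers were not always called active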
bCat nuc transl = beta-catenin nuclear translocation modulation | HeLa beta-catenin nuclear translocation, immunofluorescence imaging | nuclear translocation activity, % at 5 µM | 0.3% of 190,000 active | AID 1665;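 active means nuclear translocation activity above 50% at 5 µM, with a well cell count of 50 or more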;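 further: per-cell ratio of nuclear to cytoplasmic median beta-catenin stain intensity; plate controls were DMSO negative control for no effect and GSK-3 inhibitor IX positive control for full effect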
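Signal – beta-catenin immunofluorescence imaging with DAPI · Test system – human HeLa cell line · Dosing – 5 µM primary single dose, 0.1% DMSO, 0.02–20 µM confirmation series · Measure – % activation, nuclear-to-cytoplasmic median beta-catenin signal ratio per cell · Incubation – 24 h compound exposure at 37°C, 5% CO2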
Dynein cargo inh cytoplasmic EGFP = further read-out of Dynein cargo inh, marked with its call; z-score; measured here: cytoplasmic GR-EGFP intensity; stronger effect = higher value
Dynein cargo inh nuclear GR-EGFP = also measured in Dynein cargo inh; calls as there; z-score; measured here: nuclear GR-EGFP intensity;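 lower value marks the stronger effect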
Dynein cargo inh cell count = further read-out of Dynein cargo inh, marked with its call; z-score; measured here: cell count per field
Ins promoter up cell count = second read-out of Ins promoter up, no call of its own (marks repeat the call); cell count; measured here: cytotoxicity, nuclei count;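 total cells summed across four imaged fields per well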
bCat nuc transl cell count 5 µM = recorded beside bCat nuc transl, whose call it bears; cell count; measured here: cell count, cytotoxicity flag
MT stabilizer Hoechst-high % = further read-out of MT stabilizer, marked with its call; % Hoechst-high responders; measured here: nuclear condensation Hoechst responders;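 share of cells brighter than vehicle mean plus two SD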
MT stabilizer cytotoxicity % = also measured in MT stabilizer; calls as there; toxicity, %; measured here: cytotoxicity by cell density;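 0% = mean cell density of plate MIN control wells and 100% = no cells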
Autophagy HCS cell loss 18 h = second read-out of Autophagy HCS, no call of its own (marks repeat the call); toxicity, %; measured here: cell loss, nuclei count;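 cell loss after 18 h compound exposure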
Starred values were filed as active, the others as inactive; i = inactive; . = no result given; & = joins results of further samples. Not all compounds are listed (hit frequency here may not be typical).

SMILES	Autophagy HCS	Autophagy HCS cell loss 18 h	MT stabilizer	MT stabilizer Hoechst-high %	MT stabilizer cytotoxicity %	M17LAP inhibition	Dynein cargo inh	Dynein cargo inh cytoplasmic EGFP	Dynein cargo inh nuclear GR-EGFP	Dynein cargo inh cell count	NOD1 NF-kB reporter	NOD2 inhibition	Ins promoter up	Ins promoter up cell count	Yfh1-depleted yeast	bCat nuc transl	bCat nuc transl cell count 5 µM
CC1Cc2ccccc2N1S(=O)(=O)c1cccc(C(=O)OCC(=O)NCc2ccco2)c1 (stereo not given)	.	.	.	.	.	1%	-0.64	-0.05	-0.37	-0.63	-6%	5%	0.41	1438	i	-1.6	1205
COc1ccccc1OCCn1c(=O)oc2ccc(C)cc21	i	10	3.9	2.7	0.1	-13%	-1	-0.18	-0.79	-0.001	-38%	-22%	.	.	i	2.3	1002
CSc1cccc(NC(=O)CSc2ccc(C)cc2)c1	i	3	2.9	2.4	12	-5%	0.32	0.58	0.11	0.27	-22%	-23%	.	.	i	-3.9	1206
CCOc1ccccc1CN1CCN(S(=O)(=O)CC)CC1	i	0	5.3	2.8	7.8	10%	0.18	-0.2	0.38	-0.88	14%	-1%	0.07	1271	i	-2.2	963
CN(CC(=O)Nc1ccc(F)cc1)CC(=O)Nc1ccc(Cl)c(S(=O)(=O)N2CCOCC2)c1	.	.	.	.	.	4%	-0.58	-0.25	0.12	0.44	1%	16%	-0.46	1071	i	1.5	1356
Cn1c(CO)cnc1SCc1ccc(Cl)cc1	i	-27	1.7	1.4	6.2	-2%	0.29	-0.18	0.45	-0.37	-5%	9%	.	.	i	.	.
COc1ccccc1N1CCN(C(=O)Cn2nc3n(C)c4ccccc4n3c(=O)c2=O)CC1	i	-17	3.0	1.9	2.3	7%	0.58	-0.14	0.49	-0.93	-27%	11%	0.13	1179	i	-0.3	1540
COc1ccc(S(=O)(=O)Nc2ccc(C)cc2)cc1N(C)S(=O)(=O)c1ccc(Cl)cc1	i	-21	3.6	1.9	1.1	5%	-0.61	-0.098	0.32	1.1	32%	20%	0.4	1450	i	-0.8	1295
Cc1ccc(CN2CCN(Cc3cn(C)nc3-c3ccccc3)CC2CCO)o1 (stereo not given)	i	-4	3.3	1.6	5.0	-1%	-0.34	-0.28	-0.21	0.53	-2%	3%	-0.96	1469	i	1.3	886
N#C/C(=C\c1ccc[nH]1)C(=O)c1ccccc1	.	.	.	.	.	7%	-0.6	-0.26	-0.2	1.2	-2%	25%	-0.16	1466	i	-2.8	1183
CC(C)OC(=O)CC(=O)CSc1nc2c(cc1C#N)CCCC2	i	-5	3.2	2.4	15	-14%	0.29	-0.12	0.35	0.27	-6%	-20%	1.1	1803	.	-1.1	992
CCOc1ccc(C(NC(C)=O)c2ccc(OC)c(OC)c2)cc1 (stereo not given)	i	-4	1.3	1.5	7.8	4%	-0.023	-0.24	-0.014	0.59	-38%	7%	-0.63	1670	i	7.2	793
O=C(NCc1ccco1)c1ccc(C(F)(F)F)cc1	i	-17	2.6	1.7	8.2	4%	-0.2	-0.12	-0.11	0.16	-33%	2%	-0.09	1296	i	-1.8	1035
CCN(CC)c1ncnc2c1sc1nc(C)cc(C)c12	i	0	4.0	1.7	9.5	-19%	-0.47	-0.17	-0.9	-0.15	22%	-25%	-1.9	1514	i	3.0	1049
C=CCN1C(c2cccc(C(F)(F)F)c2)=CS/C1=C(/C#N)c1nnc(N2CCOCC2)n1-c1ccccc1	i	-44	3.2	2.6	4.9	-5%	-0.13	-0.26	0.99	-0.46	15%	12%	-0.81	1144	i	-3.0	550
COc1ccc2c(c1)c1ncn(Cc3ccco3)c(=O)c1n2C	i	-7	3.4	1.0	7.2	-1%	1	-0.16	0.55	-1.2	33%	27%	1.5	1561	i	0.6	1337
O=C1CCCc2ccccc2N1	i	-48	1.9	1.9	8.2	0%	-1.2	-0.3	-0.55	0.74	3%	-44%	.	.	i	-2.2	1161
CC(=O)O[C@H]1C2OC(=O)C(C)=C2[C@@H]2OC(=O)[C@]3(CCC4OC41C)OC23 (stereo not given in full)	i	-4	2.7	1.6	3.9	5%	-2.6	0.012	-0.72	0.93	-27%	2%	0.52	1130	i	1.9	582
O=S(=O)(c1ccccc1)c1nc(Nc2ccccc2N2CCOCC2)sc1Cl	i	4	4.3	1.6	8.3	-15%	-0.7	-0.18	-0.027	0.26	-15%	13%	-1.2	868	i	-4.0	973
CCCc1nnc(NC(=O)CSc2ncn[nH]2)s1	i	14	4.1	1.9	8.1	44%	-0.46	-0.22	-0.11	0.22	-9%	5%	0.12	1408	i	-9.4	945
CCN(CC)S(=O)(=O)c1cccc(C(=O)NN2Cc3ccccc3C2=N)c1	i	21	3.7	1.9	6.1	15%	-0.98	-0.27	-0.44	1.5	-17%	-1%	0.65	1567	i	-2.5	1136
CC(C)OC(=O)C1C(=O)CC(C)(O)C(C(=O)OC(C)C)C1c1ccc([N+](=O)[O-])cc1 (stereo not given)	i	0	3.4	1.6	13	-2%	-0.96	-0.27	-0.47	1.2	6%	-9%	-0.64	1357	i	0.7	1497
S=C(Nc1ccc(Nc2ccccc2)cc1)NN1CCOCC1	.	.	.	.	.	1%	0.082	-0.2	0.22	-0.18	-3%	15%	-0.31	1047	i	1.3	1268
CCOc1cc(NC(=O)c2cccs2)c(OCC)cc1NC(=O)CCC(=O)NCc1ccccn1	.	.	.	.	.	5%	-0.44	0.0038	0.57	-0.8	-11%	-8%	-2.5	1068	i	1.3	1336
CCn1c(SCc2nc(-c3cccs3)no2)nnc1-c1c[nH]c2ccccc12	i	8	2.6	0.8	32	5%	-0.32	-0.22	-0.21	-0.29	16%	11%	0.34	1825	i	0.1	1014
Cc1nc2nc(C)c(CCC(=O)O)c(C)n2n1	i	-5	2.2	1.2	6.0	6%	-0.23	-0.28	0.066	0.24	-4%	0%	0.01	940	i	.	.
Cc1cc(C)n2nc(C(=O)Oc3ccc4c(c3)OCO4)nc2n1	.	.	.	.	.	.	.	.	.	.	-26%	3%	0.23	1168	i	-2.4	1013
Cc1nnc(SCC(=O)c2ccc(Cl)cc2)n(N)c1=O	i	6	3.7	1.0	5.9	23%	-0.76	-0.32	-0.26	1.3	-40%	-62%	0.04	1557	i	4.6	858
O=C(/C=C/c1cn(-c2ccccc2)nc1-c1ccc2c(c1)OCCO2)NCCCN1CCOCC1	i	-8	3.5	4.9	9.7	2%	-0.52	-0.36	-0.28	0.85	-22%	20%	-1.3	1328	i	-0.3	1021
COC(=O)[C@@H]1CCCN1Cc1c(C(=O)N2CCOCC2)nc2c(C)cccn12	i	-1	4.0	1.6	9.2	11%	-0.27	-0.31	-0.15	0.52	-36%	19%	-0.29	1419	i	-0.7	1058
N#Cc1cc2c(nc1SC1CC(=O)N(c3ccccc3)C1=O)CCC2 (stereo not given)	i	-9	3.7	2.4	4.6	18%	-0.56	-0.22	-0.54	0.35	11%	20%	-0.3	1069	i	-0.9	516
COc1cc(/C=C2\SC(=N)N(c3ccc4c(c3)OCO4)C2=O)cc(OC)c1O	i	-1	4.5	2.1	8.0	2%	0.069	-0.19	-0.3	-0.16	23%	-179%	-0.23	1300	i	8.3	512
Nc1ccc(S(=O)(=O)O)cn1	i	-5	2.4	2.6	9.3	0%&-1%&-3%	-0.94&1.2&0.94	-0.3&-0.27&-0.18	-0.67&0.34&0.48	1.2&-0.015&-1.2	-7%&-32%	2%&8%	-1.1&1.7&0.64	1449&1380&1519	i	0.7&-1.3&-4.7	1305&1346&1006
CCn1cc(C(=O)OCC(=O)Nc2c(C)n(C)n(-c3ccccc3)c2=O)c(=O)c2ccc(C)nc21	i	-1	1.7	3.0	11	-1%	-0.24	0.42	0.014	0.052	1%	8%	0.31	1129	i	-5.3	997
O=C(CCS(=O)(=O)c1ccc(Br)cc1)Nc1ccc2c(c1)OCO2	i	-35	3.1	2.0	7.2	-1%	-0.54	-0.19	0.56	-0.51	-16%	14%	0.05	1236	i	-1.5	1238
O=C(NCCCn1ccnc1)c1cc(C(=O)C2CCCCC2)c[nH]1	i	14	3.3	3.9	7.0	-6%	-0.29	-0.3	0.23	-0.059	-41%	20%	-0.83	1278	i	0.2	1053
COc1ccc(C(=S)N2CCN(c3ccccc3Cl)CC2)cc1OC	.	.	.	.	.	-6%	0.05	0.027	0.63	0.3	-2%	8%	0.48	1002	i	-0.1	1248
COc1ccc(CCN=C(N)Nc2nc(C)cc(C)n2)cc1	i	26	1.7	1.6	1.4	2%	-0.49	-0.27	-0.18	0.048	8%	8%	-2.3	1237	i	-0.4	1007
S=C(NCCc1ccccc1)N1CCN(C2CCCCC2)CC1	i	1	3.5	2.4	6.4	-1%	-1.4	-0.26	0.1	0.8	-28%	-21%	-0.31	1596	i	-5.2	1118
O=c1cc(-c2ccccc2Cl)oc2cccc(O)c12	i	-2	3.1	1.5	1.8	-14%	0.17	-0.29	0.49	0.27	-7%	5%	0.15	1044	i	.	.
COCc1cc(C)nc(Oc2ccccc2)c1C#N	i	-3	2.1	1.1	4.3	-3%	-0.62	-0.33	-0.11	1.1	-35%	16%	-0.72	1369	i	1.2	1012
O=C(Nc1ccc2snnc2c1)Nc1cccc2ccccc12	i	-8	2.4	1.7	4.2	-7%	-0.42	0.16	-0.084	-0.15	2%	-6%	0.26	825	i	-7.1	1086

Screening results deposited in PubChem BioAssay by several laboratories.
